# KCNK3 inh = human KCNK3 channel inhibitors, primary screen, CHO cells, FluxOR thallium flux, B-score. B-score at 10 µM. 0.84% of 340,000 active. FluxOR fluorescence; hits give low values;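 active = B-score under library mean minus 4 SD, starting fluorescence ratio at most library mean plus 5 SD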;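 also: more negative B-score means stronger inhibition of thallium flux through KCNK3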
# Target sequence (O14649 whole entry, looked up): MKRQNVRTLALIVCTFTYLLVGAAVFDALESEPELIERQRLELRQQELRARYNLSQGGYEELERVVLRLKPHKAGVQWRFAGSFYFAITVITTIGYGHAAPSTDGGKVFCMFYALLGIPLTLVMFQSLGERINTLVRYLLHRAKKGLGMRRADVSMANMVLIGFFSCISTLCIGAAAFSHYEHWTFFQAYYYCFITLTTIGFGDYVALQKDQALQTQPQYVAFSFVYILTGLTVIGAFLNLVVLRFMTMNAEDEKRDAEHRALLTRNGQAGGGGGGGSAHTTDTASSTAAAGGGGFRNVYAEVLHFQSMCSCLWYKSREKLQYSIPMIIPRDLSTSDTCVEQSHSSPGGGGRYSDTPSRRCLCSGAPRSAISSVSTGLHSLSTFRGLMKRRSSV
# MrgX1 allo act = positive allosteric modulators of MrgX1, primary screen, HEK293 cells, Fluo-4 calcium flux. 0.63% of 310,000 active. FDSS; hits give high values. B-score at 10 µM;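 active = plate-corrected calcium response at least 3 library SD above typical, normal starting fluorescence, not activating the receptor alone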;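 also: compound read alongside a low EC10 to EC30 dose of BAM8-22 agonist; peak minus trough fluorescence over baseline measured at the second addition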
# TMEM16A inh = TMEM16A chloride channel inhibitors, primary screen, cell-based, HTS | AID 588511, 2011 | 1.2% of 310,000 active | HEK293 TMEM16A/YFP iodide influx fluorescence, ionomycin | normalized B-score (activity score, 25-100; higher = stronger inhibition) at 10 µM;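 active = ratio plate-corrected score three or more library SD toward inhibition, starting fluorescence score within five deviations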;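 also: score derived from kinetic fluorescence span divided by baseline fluorescence per well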
# MrgX1 ag = agonists of human MrgX1 receptor, primary screen, HEK293 cells, Fluo-4 calcium flux. B-score at 10 µM. AID 588627, 2011. 0.44% of 310,000 active. Fluo-4 calcium fluorescence, agonist mode; hits give high values;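 active = calcium response B-score plate-corrected fluorescence ratio at least 3 library SD, with starting fluorescence B-score inside 5 SD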
#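 Assay system: MrgX1-expressing HEK293 cells / Amount: fifteen thousand cells per well / Doses: test compound in the initial addition of three / Timing: cells plated overnight, dye loaded 0.5 h 37 °C, 0.5 h room temperature / Technique: kinetic calcium dye fluorescence, Fluo-4 NW / Control set: positive and negative controls per plate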
# RGS4 act = RGS4 potentiators or activators, primary screen, cell-based, HEK293 M3R inducible RGS4, calcium flux. carbachol calcium flux Fluo4; hits give low values. B-score at 10 µM. 0.92% of 310,000 active. AID 463111, 2010;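 active = B-score of the integrated calcium signal more than 4 SD below the library mean, with starting fluorescence not abnormally high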;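 also: negative B-score means reduced calcium response which marks RGS4 activation or potentiation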
#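 Test system: HEK293 cells with stable M3R and inducible RGS4; also added: carbachol at ECmax as muscarinic agonist stimulus; schedule: dye loading 30 min 37 °C, buffer rest 30 min RT; technique: kinetic calcium fluorescence imaging with Fluo4-AM dye, 2 µM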
# TMEM16A act = TMEM16A chloride channel activators or potentiators, primary screen, cell-based, HTS | B-score at 10 µM | Anoctamin-1 (Mus musculus), Q8BHY3 | AID 623877, 2012 | HEK293 TMEM16A/YFP-H148Q/I152L, iodide quench fluorescence; hits give low values | 0.3% of 340,000 active;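 active = fluorescence-ratio B-score plate-corrected deviation score at least 3 library SD below zero, with starting fluorescence score within 5 deviations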;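 also: channel opened by trigger with iodide after compound preincubation; score built on the fluorescence ratio of max minus min over baseline; more negative score means more quench and so TMEM16A activation or potentiation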
# KCNQ1 act = potentiators or activators of KCNQ1 channel, primary screen, cell-based, thallium flux, high-throughput; 0.35% of 310,000 active; CHO-K1 KCNQ1, thallium flux FluxOR fluorescence; hits give high values; B-score at 10 µM;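 active = fluorescence ratio B-score, a plate-corrected score, at least three library SD, with initial intensity B-score within 5 SD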
#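 Assay system: CHO-K1 cells stably expressing KCNQ1; Medium: assay buffer with matched DMSO; Also added: K+/Tl+ depolarizing stimulus; Dosing: single dose; Timing: dye 90 min, compound 20 min, room temperature; Measured by: kinetic FluxOR thallium fluorescence, 10-s 1-Hz baseline, 110-s post-stimulus read; Read-out: peak-minus-minimum fluorescence over initial fluorescence, negative-control normalized, B-scored.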
# KCNK9 block = KCNK9 potassium channel inhibitors, primary screen, HEK293 cells, thallium flux; Potassium channel subfamily K member 9 (Homo sapiens), Q9NPC2; FluxOR thallium flux fluorescence; hits give low values; B-score at 10 µM; 1.2% of 310,000 active; AID 488922, 2010;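 active = ratio B-score over 3 SD below the library mean, with starting fluorescence within 5 SD of its mean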;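 also: negative B-score means less thallium flux so channel inhibition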
# Target sequence (Q9NPC2 whole entry, looked up): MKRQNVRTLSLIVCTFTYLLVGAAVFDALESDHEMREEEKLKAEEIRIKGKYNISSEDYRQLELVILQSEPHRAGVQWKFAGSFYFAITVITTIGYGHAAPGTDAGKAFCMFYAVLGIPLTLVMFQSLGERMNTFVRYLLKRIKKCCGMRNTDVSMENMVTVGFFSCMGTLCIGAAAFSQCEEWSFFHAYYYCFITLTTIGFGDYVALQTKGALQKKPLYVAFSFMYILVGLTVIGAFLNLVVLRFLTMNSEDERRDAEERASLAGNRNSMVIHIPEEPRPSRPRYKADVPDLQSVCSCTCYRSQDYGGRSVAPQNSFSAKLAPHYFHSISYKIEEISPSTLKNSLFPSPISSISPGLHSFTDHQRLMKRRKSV
# RGS4 block = RGS4 inhibitors, primary screen, cell-based, HEK293 M3R inducible RGS4, calcium flux. Regulator of G-protein signaling 4 (Homo sapiens), P49798. 0.45% of 310,000 active. Fluo-4 calcium flux; hits give high values; triggered by carbachol at its EC20. B-score at 10 µM;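 active = B-score, a plate-corrected calcium signal, over three deviations above library mean, with baseline fluorescence within five deviations of library mean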;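 also: RGS4 expression induced by doxycycline in cells with stable M3 receptor; B-score is computed from the integrated fluorescence ratio over baseline after carbachol; higher B-score means a larger calcium signal and so more RGS4 inhibition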
# Target sequence (P49798 whole entry, looked up): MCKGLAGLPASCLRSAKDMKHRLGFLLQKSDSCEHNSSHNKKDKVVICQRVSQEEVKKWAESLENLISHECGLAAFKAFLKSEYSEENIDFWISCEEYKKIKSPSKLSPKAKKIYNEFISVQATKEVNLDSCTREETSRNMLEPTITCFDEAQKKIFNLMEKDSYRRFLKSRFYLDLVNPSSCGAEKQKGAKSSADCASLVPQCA
# hERG protect = hERG rescue from dofetilide block, primary screen, cell-based, CHO-hERG, FluxOR thallium flux, dofetilide IC70; Voltage-gated inwardly rectifying potassium channel KCNH2 (Homo sapiens), Q12809; 0.51% of 310,000 active; activation (rescue from dofetilide block), less the hit threshold, % at 10 µM; dofetilide IC70 present;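 active = activation above the mean of controls blocked by dofetilide plus 5 SD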;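 also: thallium influx through hERG after potassium depolarization seen as dye fluorescence rise; in these data hits start at about 4.7%; inactives centre near -7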
# KCNQ1 block = inhibitors of human KCNQ1 channel, primary screen, cell-based, thallium flux, high-throughput. Potassium voltage-gated channel subfamily KQT member 1 (Homo sapiens), P51787. CHO-K1 KCNQ1, FluxOR thallium flux fluorescence; hits give high values. B-score at 10 µM. 1.3% of 310,000 active. AID 2642, 2010;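 active = compounds whose thallium flux B-score, printed positive for inhibition, exceeds three library SD while starting fluorescence stays within three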;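 also: channel opened by potassium depolarization with thallium stimulus after 20 min compound exposure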
# Numbers without * were called inactive; i = inactive; . = no result given.
SMILES,KCNK3 inh,MrgX1 allo act,TMEM16A inh,MrgX1 ag,RGS4 act,TMEM16A act,KCNQ1 act,KCNK9 block,RGS4 block,hERG protect,KCNQ1 block
O=C(N/N=C/c1cccc(O)c1)c1cc(C2CC2)nc2ccccc12,i,i,i,i,i,i,i,i,i,-19,i
CC(OC(=O)CN(C)S(=O)(=O)c1ccc(Cl)cc1)C(=O)Nc1ccc(N2CCOCC2)cc1 (centres undefined),i,.,.,.,i,i,i,i,i,-12,i
S=c1[nH]nc(-c2cc(-c3ccco3)[nH]n2)n1-c1ccccc1Cl,i,i,i,i,i,i,i,i,i,-19,i
O=C(CN1CCOCC1)Nc1cccc([N+](=O)[O-])c1,i,i,i,i,i,i,i,i,i,-6,i
CCOC(=O)Cn1c(=O)n(CC(=O)OCC)c2ccccc21,i,i,i,i,i,i,i,i,i,-7,i
c1ccc2c(c1)OCCc1c-2[nH]c2ccccc12,i,i,i,i,i,i,i,i,i,-12,i
O=C(NC1CCCCC1)N1CCCCCCC1,i,i,i,i,i,i,i,i,i,-2,i
Cc1ccc(N(CC(=O)N2CCOCC2)S(C)(=O)=O)cc1Cl,i,i,i,i,i,i,i,i,i,-3,i
C=CCn1c2ccccc2c2nn(C)c(=S)nc21,i,i,i,i,i,i,i,i,i,-3,i
O=C(Nc1cccc(Br)c1)c1ccccc1-c1ccccc1,i,i,i,i,i,i,i,i,i,-15,i
CC(C)(C)c1ccc(C(=O)CSc2n[nH]c(=O)[nH]c2=O)cc1,i,i,i,i,i,i,i,i,i,-12,i
O=C(NCc1cn(-c2ccccc2)nc1-c1ccccc1)c1ccc([N+](=O)[O-])cc1,i,i,i,i,i,i,i,i,i,-11,i
O=C(c1ccco1)N1CCN(Cc2nc(-c3cccs3)no2)CC1,i,i,i,i,i,i,i,i,i,-9,i
CCCC(=O)NC(Nc1ccc(S(=O)(=O)Nc2cc(C)on2)cc1)(C(=O)OCC)C(F)(F)F (centres undefined),i,i,i,i,i,i,i,i,i,-3,i
Cc1cc(NC(=O)CN2CCOCC2)n(-c2ccccc2)n1,i,i,i,i,i,i,i,i,i,-8,i
CCOc1ccc2nc(SCC(=O)NCc3ccccc3OC)[nH]c2c1,i,15*,i,i,i,i,i,i,i,-5,i
CC1CCc2c(C(=O)N3CCN(S(=O)(=O)c4cccs4)CC3)csc2C1 (centres undefined),i,i,i,i,i,i,i,i,i,-19,i
C=CCn1c(SCC(=O)NCCc2ccccc2)nc2c([nH]c3ccccc32)c1=O,i,i,i,i,i,i,i,i,i,-6,i
Cc1ccc(Nc2ccc(NCc3ccccc3)nn2)cc1C,i,i,i,i,i,i,i,i,i,-13,i
Cc1ccc(N2C(=O)Nc3cc(Cl)c(Cl)cc3N2O)cc1Cl,i,i,i,i,i,i,i,i,i,-12,i
Cc1nc2sc(C(c3ccc(Cl)cc3)N3CCN(CCO)CC3)c(O)n2n1 (centres undefined),i,i,i,i,i,i,i,i,i,-9,i
COc1cc(C=O)ccc1OCCOc1ccccc1[N+](=O)[O-],i,i,i,i,i,i,i,i,i,-11,i
Cc1cc(C(=O)NCC2CCCO2)n(-c2ccccc2)n1 (centres undefined),i,i,i,i,i,i,i,i,i,-6,i
Cc1ccc(N2CCN(C(=O)N3CCOCC3)CC2)cc1C,i,i,i,i,i,i,i,i,i,-10,i
O=c1cc(-c2ccccc2F)nc(-c2ccccc2F)o1,i,i,i,i,i,i,i,i,i,-5,i
CCCc1ccc2oc(C(=O)N(Cc3nccn3C)C(C)C)c(C)c2c1,-11*,i,i,i,i,i,i,i,i,-7,i
COc1ccc(CCN(C)C(=O)CSc2ncnc3sccc23)cc1OC,i,i,i,i,i,i,i,i,i,-3,i
CN(C)c1ccc(C(=O)N2CCNC(=O)C2CC(=O)Nc2ccc(F)cc2)cc1 (centres undefined),i,i,i,i,i,i,i,i,i,0,i
CC(CCc1ccccc1)NC(=O)COC(=O)c1ccccc1O (centres undefined),i,i,i,i,i,i,i,i,i,-9,i
O=C(N[C@@H](Cc1ccc(O)cc1)C(=O)O)C(c1ccccc1)c1ccccc1,i,i,i,i,i,i,i,i,i,-4,i
CCN(CC)S(=O)(=O)c1cccc2c(N(C)C)cccc12,i,i,i,i,i,i,i,i,i,-12,i
Cc1cc(=S)cc(C)n1CCCO,i,i,i,i,i,i,i,i,i,-5,i
O=C(NCc1ccccc1)C(c1ccco1)N(C(=O)c1csnn1)c1ccccc1 (centres undefined),i,i,i,i,i,i,i,i,i,-6,i
COc1ccc(-c2noc(CCCC(=O)NC3CCCC3)n2)cc1OC,i,i,i,i,i,i,i,i,i,-7,i
Cc1nn(C(C)C(=O)NCc2ccccc2F)c(=O)c2nn(-c3ccccc3)c(C)c12 (centres undefined),i,i,i,i,i,i,i,i,i,-6,i
COc1cccc(/C=N/NC(=O)c2c(-c3ccccc3)noc2C)c1,i,i,i,i,i,i,i,i,i,-8,i
O=C(NCc1ccc2c(c1)OCO2)C(=O)NCC1CCCO1 (centres undefined),i,i,i,i,i,i,i,i,i,-4,i
O=C(Nc1nccs1)c1csc2c1CCCC2,i,12*,i,i,i,i,i,i,i,-6,i
O=C(O)CCn1c(SCCOc2ccccc2)nc2ccccc21,i,i,i,i,i,i,i,i,i,-4,i
CC1(C)Cc2ccccc2C(C(Cc2ccccc2)C(N)=O)=N1 (centres undefined),i,i,i,i,i,i,i,i,i,-13,i
COc1ccccc1NC(=O)CSc1ccc2nnc(-c3cccnc3)n2n1,i,i,i,i,i,i,i,i,i,-10,i
O=C(NCc1cc([N+](=O)[O-])ccc1O)c1cc(-c2ccncc2)nc2ccccc12,-11*,i,i,i,-9.1*,i,i,i,i,-10,i
Cc1cc(C)n(CC(O)COc2c(C)cccc2C)n1 (centres undefined),i,i,i,i,i,i,i,i,i,-14,i
CCOC(=O)N1CCN(CC(O)c2c[nH]c3ccccc23)CC1 (centres undefined),i,i,i,i,i,i,i,i,i,-5,i
CC1(C)CC[C@]2(C(=O)O)CC[C@]3(C)C(=CC[C@@H]4[C@@]5(C)CC[C@H](O)C(C)(C)[C@@H]5CC[C@]43C)[C@@H]2C1,i,i,i,i,.,i,.,.,.,.,.

# Among those listed so far, four have a nitro group on carbon.
SMILES,KCNK3 inh,MrgX1 allo act,TMEM16A inh,MrgX1 ag,RGS4 act,TMEM16A act,KCNQ1 act,KCNK9 block,RGS4 block,hERG protect,KCNQ1 block
O=C(CN1CCOCC1)Nc1cccc([N+](=O)[O-])c1,i,i,i,i,i,i,i,i,i,-6,i
O=C(NCc1cn(-c2ccccc2)nc1-c1ccccc1)c1ccc([N+](=O)[O-])cc1,i,i,i,i,i,i,i,i,i,-11,i
COc1cc(C=O)ccc1OCCOc1ccccc1[N+](=O)[O-],i,i,i,i,i,i,i,i,i,-11,i
O=C(NCc1cc([N+](=O)[O-])ccc1O)c1cc(-c2ccncc2)nc2ccccc12,-11*,i,i,i,-9.1*,i,i,i,i,-10,i

# Next section
SMILES,KCNK3 inh,MrgX1 allo act,TMEM16A inh,MrgX1 ag,RGS4 act,TMEM16A act,KCNQ1 act,KCNK9 block,RGS4 block,hERG protect,KCNQ1 block
c1csc(CNc2nc(-c3cccs3)nc3ccccc23)c1,-11*,i,i,i,i,i,i,i,i,-14,6*
O=C1NC[C@H](CC2CCCCC2)N(CC2CCCCC2)C1=O,i,i,i,i,i,i,i,i,i,-7,i
CCC(CC)C(=O)Nc1ccccc1NC(C)=O,i,i,i,i,i,i,i,i,i,-1,i
CCOc1cc(C(=O)OCC(=O)c2cc(C)n(CC3CCCO3)c2C)ccc1OCC(=O)N1CCOCC1 (centres undefined),i,i,i,i,i,i,i,i,i,-10,i
O=C(NC1CC2CCCC(C1)N2C(=O)Nc1ccccc1Cl)C1CC1 (centres undefined),i,i,i,i,i,i,i,i,i,-4,i
Cc1nc2ccccc2nc1N/N=C/c1ccc(O)cc1O,i,i,i,i,i,i,i,i,i,-8,i
COCCC(=O)N1CCC(Oc2ccc(C(=O)N3CCCCCCC3)cc2)CC1,i,i,i,i,i,i,i,i,i,-10,i
CCC(=O)N1CCc2cc(S(=O)(=O)N(C)c3ccc(OC)cc3OC)ccc21,i,i,i,i,i,i,i,i,i,-7,i
O=C(Cc1ccc(Br)cc1)N1CCCCCC1,i,i,i,i,i,i,i,i,i,-4,i
CC(=O)N1CCc2cc(S(=O)(=O)NCCC3=CCCCC3)ccc21,i,i,i,i,i,i,i,i,i,-5,i
c1ccc(-c2nnc(CN3CCC4(CC3)OCCO4)o2)cc1,i,i,i,i,i,i,i,i,i,-5,i
Cc1cc(C)nc(N2CCC(C(=O)Nc3ccc4c(c3)OCO4)CC2)n1,i,i,i,i,i,i,i,i,i,-12,i
CCC(=O)Nc1sc2c(c1C(=O)N(C)C)CCCCC2,i,i,i,i,i,i,i,i,i,-2,i
CCc1c(C)sc(NC(=O)CCc2ccc(OC)cc2)c1C(N)=O,i,i,i,i,i,i,i,i,i,-5,i
O=C(NCCc1c[nH]c2ccccc12)Nc1ccccc1,i,i,i,i,i,i,i,-6.9*,i,-11,i
O=c1[nH]nc(CSCc2ccccc2Cl)[nH]1,i,i,i,i,i,i,i,i,i,1,i
CCOc1ccc2nc(NCCCNS(=O)(=O)c3ccccc3)c(C#N)cc2c1,i,i,i,i,i,i,i,i,i,-10,i
Cc1ccc(C2=NS(=O)(=O)N(C)C(C(=O)NCc3ccco3)=C2)cc1,i,i,i,i,i,i,i,i,i,-8,i
COc1ccc(CN2CCCC(CNC(=O)c3ccc(F)cc3)C2)cc1OC (centres undefined),i,i,i,i,i,i,i,i,i,-2,i
